Bioassay records from PubChem BioAssay.
JNK3 blocker = JNK3 (human) kinase inhibition; P53779; purified JNK3 kinase activity, HTS; inhibition, % at 8 µM; 60,000 tested, 0.61% active; AID 746; in the data active means inhibition above about 17%;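 further: 0% = DMSO and 100% = reference inhibitor; many of its hits are not listed in these tables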
PKA kinase inh = PKA (human) kinase inhibition; PKA Kemptide phosphorylation, Kinase-Glo ATP luminescence; inhibition, % at 6 µM; P17612; 65,000 tested, 0.1% active;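 active means inhibition above the screen-wide mean inhibition plus 3 SD, cut at about 21% in these data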; further: many of its hits are not listed in these tables
ROCK2 blocker = inhibitors of human Rho kinase 2 | 60,000 tested, 0.35% active | inhibition, % at 6 µM | O75116 | purified ROCK2, Kinase-Glo ATP depletion luminescence;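 active means inhibition above the screen-wide mean inhibition plus 3 SD, cut at about 18% in these data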;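 further: plate controls were DMSO wells for no effect and Y-27632 control wells after no-enzyme background subtraction for full effect; many of its hits are not listed in these tables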
C1s inh = blocks human complement C1s protease activity; P09871; purified C1s, fluorogenic AMC substrate, pooled mixtures; mean inhibition % of two 10-compound mixtures (stronger effect = higher value), % at 5 µM (by protocol); 62,000 tested, 0.16% active; AID 538;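 active means inhibition above 20% in each of the two 10-compound mixture wells holding the compound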;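 further: 0% = enzyme wells lacking compound mixture and 100% = no-enzyme blank wells; some compounds called inactive have numbers as strong as hits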
Target sequence (P09871 16-437 limits assumed): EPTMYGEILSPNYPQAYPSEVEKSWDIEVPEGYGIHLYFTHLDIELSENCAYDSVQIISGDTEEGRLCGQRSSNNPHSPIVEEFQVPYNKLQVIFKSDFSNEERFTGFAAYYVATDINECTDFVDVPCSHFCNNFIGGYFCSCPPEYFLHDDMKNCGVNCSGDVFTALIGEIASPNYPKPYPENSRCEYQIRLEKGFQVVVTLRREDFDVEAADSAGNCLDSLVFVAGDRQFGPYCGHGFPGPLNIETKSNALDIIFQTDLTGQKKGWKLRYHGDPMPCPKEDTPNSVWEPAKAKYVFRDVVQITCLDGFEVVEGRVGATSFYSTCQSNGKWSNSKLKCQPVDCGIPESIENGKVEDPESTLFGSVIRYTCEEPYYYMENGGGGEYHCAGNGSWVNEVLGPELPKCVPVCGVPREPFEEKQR
Target sequence (P09871 438-688 limits assumed): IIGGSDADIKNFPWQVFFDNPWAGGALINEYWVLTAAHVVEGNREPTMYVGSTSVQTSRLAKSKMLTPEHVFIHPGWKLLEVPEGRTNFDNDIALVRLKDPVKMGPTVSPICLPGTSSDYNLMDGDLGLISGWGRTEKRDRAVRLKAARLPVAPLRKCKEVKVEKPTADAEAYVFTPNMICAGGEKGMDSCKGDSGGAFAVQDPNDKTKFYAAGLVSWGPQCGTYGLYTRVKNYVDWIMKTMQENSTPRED
CatG inh = inhibitors of human cathepsin G; P08311; purified enzyme, AMC-tetrapeptide fluorescence, pooled mixtures; inhibition, % at 5 µM (by protocol); 62,000 tested, 0.2% active;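 active means inhibition above 20% in each of the two mixture wells holding the compound; inactive means inhibition of 20% or less in either well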;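 further: 0% = enzyme control without mixture and 100% = blank lacking enzyme; strong numbers were not always called active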
CatL block = inhibitors of human cathepsin L; P07711; purified cathepsin L, fluorogenic substrate, fluorescence; inhibition, %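 (tested at 10 µM)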; 58,000 tested, 0.17% active; AID 460; in the data active means inhibition above about 45%;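 further: 0% = enzyme with no compound and 100% = no enzyme blank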
FXIa inh mix = blocks human factor XIa in pooled compound mixtures. 62,000 tested, 0.19% active. purified FXIa, fluorogenic substrate. AID 680. inhibition, % at 5 µM. P03951;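 further: each value is inhibition by a whole ten-compound pool holding the compound; 0% = enzyme with no mixture and 100% = wells lacking enzyme; strong numbers were not always called active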
CatS block = blocks human cathepsin S protease activity; inhibition, %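 (tested at 5 µM per compound within 10-compound mixtures)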; AID 501; 62,000 tested, 0.06% active; recombinant cathepsin S, AMC dipeptide fluorescence, pooled mixtures; in the data active means inhibition above about 32%, passing the limit was not always enough; inconclusive means no clear call, values can overlap the other calls;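 further: 0% = enzyme without compound and 100% = blank without enzyme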
Target sequence (P25774 115-331 limits assumed): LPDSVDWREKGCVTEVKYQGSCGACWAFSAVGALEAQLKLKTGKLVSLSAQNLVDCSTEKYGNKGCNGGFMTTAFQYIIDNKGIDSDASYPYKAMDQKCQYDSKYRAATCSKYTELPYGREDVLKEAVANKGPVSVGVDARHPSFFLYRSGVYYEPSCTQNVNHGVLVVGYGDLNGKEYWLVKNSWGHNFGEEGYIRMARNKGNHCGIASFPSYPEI
FXIIa inh mix = blocks human factor XIIa in pooled compound mixtures; P00748; purified FXIIa, fluorogenic substrate; inhibition, % at 5 µM; 62,000 tested, 0.2% active; AID 684;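 further: 0% = enzyme without compound and 100% = no enzyme blank; some results filed as inactive read as strong as hits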
* marks the source's active call; other numbers are inactive results; ? = inconclusive; / = no result given. Unless noted, no stated cut-off is given here; in the data, active means inhibition above about 20% (passing the limit was not always enough); inactive means the rest. Hits appear at their usual frequency; 1.5% or so of the library scored in one or more.

no.	molecule	JNK3 blocker	PKA kinase inh	ROCK2 blocker	C1s inh	CatG inh	CatL block	FXIa inh mix	CatS block	FXIIa inh mix
1	CCn1c(SCC(=O)c2[nH]c(C)c(C(C)=O)c2C)nnc1-c1cccs1	3.7	6.8	6.3	-4.0	18.9	10.3	-9.2	9.3	-1.6
2	COc1ccc(CN2CCCC(C(=O)N(C)Cc3ccccc3)C2)cc1OC (centres undefined)	-2.2	-1.3	3.6	-7.0	-2.9	-1.5	1.1	-2.6	6.0
3	O=C(COc1ncnc2sccc12)Nc1ccc2c(c1)OCCO2	1.6	8.4	3.2	3.2	3.9	9.3	1.5	-3.6	13.6
4	O=C(Cn1cnc2ccccc2c1=O)OCC(=O)c1ccc2c(c1)OCCO2	0.3	13.4	-3.6	-10.6	-1.3	0.9	-0.5	-5.8	2.0
5	Cc1ccc(-n2ncc3c2ncn2nc(-c4ccco4)nc32)c(C)c1	0.6	7.3	6.1	-200.3	-22.2	-4.7	-27.9	-37.5	0.9
6	CCN1CCN(CCCNC(=O)c2cn(CCOC)c(=O)c3c2c2ccccc2n3C)CC1	0.0	-0.6	-0.6	-20.5	-1.0	-10.3	-8.3	11.4	5.0
7	CN(Cc1ccccc1)C(=O)N[C@@H](Cc1ccccc1)C(=O)O	-2.2	-4.6	-1.7	18.9	10.7	-7.3	8.6	-3.8	5.2
8	O=C(CN1CCN(C(=O)c2ccco2)CC1)Nc1c2c(nc3c1CCC3)CCCC2	-8.9	3.5	4.9	4.1	9.9	5.8	9.9	-1.9	4.6
9	Cc1[nH]n2c(=O)c3c(nc2c1-c1ccc(Cl)cc1)CCC3	/	5.7	/	11.7	8.4	-6.4	8.3	2.9	-10.8
10	Nn1c(SCC(=O)NC2CCCc3ccccc32)nnc1-c1cccs1 (centres undefined)	-2.2	10.9	7.3	11.8	8.6	7.2	5.0	-8.9	7.4
11	CCN1CCN(c2nc(-c3cccnc3)nc3ccccc23)CC1	1.9	-1.1	-3.4	8.5	3.4	40.2	14.7	-3.6	1.3
12	CCOC(=O)CSc1nnc(CNC(=O)c2cccs2)n1-c1ccccc1	6.2	-3.0	-3.0	-27.0	-4.2	8.3	6.5	3.1	3.0
13	O=C(O)[C@@H]1CCCC[C@@H]1C(=O)N1CCc2ccccc2C1CN1C(=O)c2ccccc2C1=O (some centres undefined)	-4.1	-2.8	-2.8	5.7	5.4	24.2	5.5	0.5	8.2
14	COc1ccccc1-c1c(C)c(C)nc(N)c1C#N	-3.8	2.4	-4.4	-49.6	-17.7	-1.0	-17.5	1.2	5.5
15	Cc1ccccc1OCc1nc2ccccc2c(=O)n1NC(=O)c1ccco1	-3.2	-1.1	0.2	-0.2	0.1	3.7	9.7	-6.9	2.0
16	Cc1ccc(-c2nc3cc(NC(=O)C(C)C)ccc3o2)cc1	7.6	5.6	1.6	9.5	6.4	5.3	2.4	-0.4	-1.2
17	COc1ccc(-n2c(=O)[nH]cc(C(=O)N3CCCc4ccccc43)c2=O)cc1	-3.9	12.9	9.3	9.9	8.9	8.6	7.6	-0.4	5.2
18	CN1C(=O)N2CN(C3CCCCC3)CN3C(=O)N(C)C1C23 (centres undefined)	/	/	/	7.4	6.4	4.2	5.6	-8.4	4.4
19	COc1ccccc1-c1nc2n(n1)C(c1cccs1)C(C(=O)Nc1cccnc1)=C(C)N2 (centres undefined)	-5.7	-1.0	-5.3	-21.6	5.4	2.1	2.5	16.8	2.5
20	CCNC(=O)C1CCN(S(=O)(=O)c2ccc(F)cc2)CC1	0.0	8.7	6.8	0.9	-1.0	-0.7	3.2	-3.7	16.8
21	CCc1nc(SCC(=O)NCc2ccco2)c2c3c(sc2n1)CCCC3	-2.3	3.0	1.5	1.8	0.1	22.4	3.6	-5.5	-10.7
22	COc1cccc(OC)c1C(=O)N1CCN(S(=O)(=O)c2ccccc2)CC1	-1.0	-2.0	-6.2	11.5	11.5	10.8	3.6	10.0	-4.4
23	Cc1cc(C)n2nc(SCC(=O)N(C)Cc3ccccc3)nc2n1	-1.3	0.7	5.4	49.4	11.4	14.4	31.3	25.5	-2.9
24	CCOC(=O)c1ccccc1NC(=O)c1cc2sccc2n1C	-8.2	1.2	-6.8	-1.9	1.9	-37.4	-1.9	-11.6	-0.4
25	CCOC(=O)C(CC)n1cnc2c(nnn2-c2ccc(OC)cc2)c1=O (centres undefined)	3.8	3.4	3.1	15.2	9.6	11.9	0.3	-0.2	0.6
26	NC(=O)C1(N2CCCCC2)CCN(C2CC(=O)N(Cc3cccs3)C2=O)CC1 (centres undefined)	-7.1	-7.6	-2.6	-19.1	4.7	-1.9	3.0	7.5	2.7
27	CCOc1ccc2nnnn2n1	-4.3	3.5	-0.9	16.0	5.3	/	6.1	5.4	0.9
28	CC(=O)c1cc(C)ccc1OC(=O)c1cccc2nc(C)oc12	-1.8	9.8	7.3	16.3	8.3	7.3	8.1	-0.4	0.6
29	O=C(NCc1ccc(F)cc1)C1CCCN(S(=O)(=O)c2cccnc2)C1 (centres undefined)	5.2	7.5	1.1	-21.6	-7.6	9.8	-4.2	?	2.7
30	CCCC(=O)Nc1ccc(N2CCN(C(=O)CCC)CC2)cc1	-5.3	2.6	0.5	15.2	8.6	21.4	4.3	3.4	1.4
31	CCOc1nc2c(c(=O)n(C)c(=O)n2C)n1Cc1ccccc1Cl	-4.5	7.5	-0.8	5.0	8.3	-3.0	-0.1	-0.5	5.9
32	Cc1ccc(-c2nnc(SCC(=O)Nc3ccc4c(c3)OCCO4)n2N)cc1	8.8	-2.0	0.2	12.4	9.2	9.3	8.3	4.1	-12.0
33	COc1cccc(C(=O)N2CCN(C(=O)c3cccs3)CC2)c1OC	-1.2	3.0	1.9	-101.2	-10.0	8.4	-8.3	1.8	-14.3
34	Cc1c(C(=O)NCc2ccc3c(c2)OCO3)oc2ccccc12	-0.3	-0.4	-1.1	-14.9	-1.5	/	5.7	-4.8	5.3
35	CNS(=O)(=O)c1cccc2cccnc12	/	8.5	/	-0.2	0.7	2.4	4.2	-9.5	-12.2
36	CC(=O)N1CCN(CCN=CC2=C(O)CC(c3ccco3)CC2=O)CC1 (centres undefined)	1.1	9.6	2.3	8.7	54.8	1.1	18.2	10.0	6.6
37	CCc1nnc(NC(=O)Nc2ccccc2OC)s1	5.8	1.2	2.3	7.8	12.9	-1.0	5.0	-1.3	2.6
38	Cc1cc(OCc2nn[nH]n2)c2c(C)c(Cc3ccccc3)c(=O)oc2c1	6.0	0.1	6.0	-6.7	1.6	-33.5	9.2	8.7	-4.6
39	COc1ccc(C)cc1S(=O)(=O)N1CCN(S(=O)(=O)c2cc(C)ccc2OC)C(C)C1 (centres undefined)	-11.1	-5.8	-5.6	-4.1	4.6	/	3.6	12.5	-20.4
40	O=C(Nc1ccc2nc(-c3cccs3)c(-c3cccs3)nc2c1)N1CCOCC1	-5.3	-1.9	-2.8	7.7	8.3	-24.6	7.0	6.9	-21.9
41	O=C(OCCCN1CCCCC1)c1ccc(O)cc1	-2.6	-0.5	2.8	10.2	4.4	10.5	1.0	10.1	-0.1
42	COc1ccccc1N(C(=O)Cn1nnc2ccccc21)C(C(=O)NCc1ccco1)c1ccc(C)o1 (centres undefined)	-4.7	2.4	0.9	8.7	3.2	-7.6	5.3	3.2	0.1
43	COC(=O)c1[nH]c2ccc(Cl)cc2c1NC(=O)C1CC1	-0.1	4.8	-6.0	/	/	-1.5	/	/	/
44	CN(c1ccccc1C(=O)NCC1CCCO1)S(C)(=O)=O (centres undefined)	0.9	9.2	6.3	5.9	2.8	2.8	11.1	0.5	-14.8
45	COc1ccc(-n2cnnc2SCC(=O)N(C)C2CCS(=O)(=O)C2)cc1 (centres undefined)	2.9	6.2	6.5	11.4	6.3	-8.2	16.1	34.7	-13.8
46	O=C(NCCSc1ccccc1)c1cccnc1	8.1	10.3	5.5	0.9	-3.5	/	4.8	-7.4	-1.3
47	CCOc1cc2[nH]c(=O)n(CCc3ccc(OC)c(OC)c3)c(=O)c2cc1OCC	-7.6	6.9	1.1	-11.8	-1.5	8.7	-2.0	6.8	-18.8
48	COc1ccc(CCNC(=O)CCn2c(SCC#N)nc3ccccc3c2=O)cc1OC	/	-2.0	/	-74.3	-6.8	-6.1	7.6	-13.2	2.0
49	COC(=O)c1cn(NC(=O)CC2CCCCC2)c(=O)c2ccccc12	/	4.0	/	10.9	5.7	7.0	7.5	-7.9	-0.1
50	COc1ccc(-c2nc(CSCC(=O)N3CCc4ccccc43)c(C)o2)cc1OC	-0.9	11.2	4.7	-18.8	5.2	0.2	-2.5	9.6	3.4
51	CCOC(=O)c1ccc(NC(=O)CCNS(=O)(=O)c2ccc3c(c2)oc(=O)n3C)cc1	3.5	8.3	3.6	-15.7	7.5	/	-4.8	7.5	-18.1
52	Cc1ccc(C(C)C)c(OCCN)c1	3.4	-0.3	1.4	37.6	11.2	1.4	1.8	4.0	1.9
53	COC(=O)C1=C(C)N(Cc2cccnc2)C(=O)C1	-2.0	-5.5	-0.1	7.4	8.6	7.9	2.3	4.2	-1.2
54	CCS(=O)(=O)N1CCC(c2nc(-c3ccc(C)cc3)no2)CC1	5.2	-1.3	-0.7	5.2	5.5	1.1	9.3	2.5	8.8
55	Cn1c(CSCc2ccccc2Cl)nnc1SCC(=O)Nc1nccs1	3.3	14.7	13.5	3.0	10.8	12.6	3.0	8.2	0.9
56	CCCCOc1ccccc1NC(=O)c1ccc(=O)[nH]c1	-7.5	-4.1	-7.5	16.9	11.7	-4.0	9.7	-3.9	1.0
57	Cc1c(C)n(C(=O)CN2CCN(c3ccccn3)CC2)c2ccccc12	-5.9	-0.7	-4.2	16.9	-2.1	9.5	2.7	-3.8	2.8
58	CCOC(=O)c1c(-c2cccs2)csc1NC(=O)c1ccncc1	-1.7	4.2	-7.3	/	/	-28.8	/	/	/
59	Cc1cc(C)n(-c2nc3c(c(=O)n(C)c(=O)n3C)n2Cc2cccc(Br)c2)n1	3.7	2.5	0.6	-13.3	3.7	1.6	3.9	-7.1	-2.1
60	COc1nc(C)nc2c1sc(=S)n2C	-0.3	-2.4	-0.9	16.8	11.7	-4.6	7.6	-1.8	-18.0

Later entries:
no.	molecule	JNK3 blocker	PKA kinase inh	ROCK2 blocker	C1s inh	CatG inh	CatL block	FXIa inh mix	CatS block	FXIIa inh mix
61	COc1ccc(C2C=C(c3ccc(C)c(C)c3)Nc3ncnn32)c(OC)c1OC (centres undefined)	-5.8	3.1	2.0	47.4	21.5	-9.4	8.9	-4.8	4.7
62	Cc1ccc(N2CC(C(=O)NCCc3ccc(S(N)(=O)=O)cc3)CC2=O)cc1 (centres undefined)	-5.1	3.6	-2.4	11.8	-4.3	4.5	10.3	13.9	1.5
63	Cc1cc2n(n1)C(c1cn(-c3ccccc3)nc1C)Nc1ccccc1-2 (centres undefined)	-3.3	0.1	1.6	-65.6	-25.3	-35.1	-26.0	-18.9	-8.2
64	CCOc1ccccc1NC(=O)N1CCCC(c2nc3c(nnn3Cc3ccc(C)cc3)c(=O)[nH]2)C1 (centres undefined)	/	-8.2	/	-0.6	0.5	24.8	6.5	10.5	1.9
65	CCOC(=O)C1CCCN(c2c(NCCCN(CC)c3ccccc3)c(=O)c2=O)C1 (centres undefined)	3.3	-0.3	-2.7	16.9	11.4	10.7	-8.4	-2.9	-1.3
66	O=C1CSC(=O)N1CCOCCN1C(=O)CSC1=O	-5.0	3.2	2.8	8.7	11.3	18.2	0.7	4.2	1.0
67	COC(=O)c1ccc(OC(=O)C2CC(=O)N(c3ccc(C)cc3C)C2)cc1 (centres undefined)	-4.0	-0.3	2.8	-1.9	40.1	3.3	31.2*	0.4	-4.0
